# PP5 inh: PP5 (human) phosphatase inhibition; purified PP5c, OMFP substrate fluorescence; hit rate 0.18% among 320,000; P53041; AID 1987; inhibition, % at 6.7 µM;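 active means inhibition above the campaign's mean inhibition across all tested compounds plus 3 SD, cut at about 9.5% in these data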;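 further: 0% = DMSO only and 100% = 100 µM cantharidin control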
# Target sequence (P53041 whole entry, looked up): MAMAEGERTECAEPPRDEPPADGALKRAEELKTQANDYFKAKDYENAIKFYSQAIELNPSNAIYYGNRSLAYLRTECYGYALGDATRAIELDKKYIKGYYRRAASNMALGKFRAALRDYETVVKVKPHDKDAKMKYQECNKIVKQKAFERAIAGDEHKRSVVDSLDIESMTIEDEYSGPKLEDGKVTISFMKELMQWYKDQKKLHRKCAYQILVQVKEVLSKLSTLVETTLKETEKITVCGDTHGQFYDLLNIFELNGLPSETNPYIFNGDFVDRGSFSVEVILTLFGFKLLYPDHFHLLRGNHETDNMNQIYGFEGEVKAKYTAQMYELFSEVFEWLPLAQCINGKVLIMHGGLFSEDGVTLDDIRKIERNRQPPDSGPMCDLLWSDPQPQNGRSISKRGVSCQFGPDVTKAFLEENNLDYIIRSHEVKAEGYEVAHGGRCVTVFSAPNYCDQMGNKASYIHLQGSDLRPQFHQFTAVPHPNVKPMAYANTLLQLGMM
# CR mimetic SO: caloric restriction mimetics inhibiting age-related superoxide in yeast; AID 2690; hit rate 0.18% among 330,000; superoxide response (% of plate mean), % at 10 µM; S. cerevisiae aged cells, superoxide DHE fluorescence; stronger effect = lower value;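 active means superoxide response under a set limit, about three screen SD below normal, cut at about 65% in these data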;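 further: yeast aged for seven days with compound at 30 °C before DHE staining; 100% = average MFI of all compound-treated wells on the plate with controls excluded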
# CTSL1 counter: counter-screen for PFM18AAP inhibitors: inhibitors of F. hepatica cathepsin L1; recombinant F. hepatica cathepsin L1, Z-Leu-Arg-MCA fluorescence; hit rate 0.49% among 300,000; inhibition, % at 5.96 µM; AID 1906;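 active means inhibition above the mean of all tested compounds plus 3 SD, set per screening campaign, cut at about 17% in these data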;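 further: 0% = plate median of test compound wells and 100% = 1 µM Z-Phe-Ala-diazomethylketone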
# ZTA counter: blocks Epstein-Barr virus ZTA, an EBNA-1 counter-screen | hit rate 0.15% among 320,000 | inhibition, % at 11 µM | ZTA-DNA binding, fluorescence polarization | P03206; in the data active means inhibition above about 33%
# Target sequence (P03206 whole entry, looked up): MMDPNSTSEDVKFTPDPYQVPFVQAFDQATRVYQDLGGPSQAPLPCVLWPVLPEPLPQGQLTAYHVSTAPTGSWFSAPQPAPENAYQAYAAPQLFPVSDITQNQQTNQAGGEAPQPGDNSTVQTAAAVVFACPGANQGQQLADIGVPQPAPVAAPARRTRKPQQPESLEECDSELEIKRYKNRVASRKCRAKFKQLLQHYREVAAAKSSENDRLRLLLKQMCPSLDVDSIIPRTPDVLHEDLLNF
# core dimer inh: blocks dimerization of HCV core protein; inhibition, % at 5 µM; hit rate 0.33% among 300,000; TR-FRET GST/Flag-core106 dimerization, 1536-well;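 active means inhibition above the mean of all tested compounds plus 3 SD, set per screening campaign, cut at about 45% in these data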
#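 System: GST-tagged and Flag-tagged HCV core protein residues 1-106 / Input: core106 proteins, GST 13.5 nM and Flag 17 nM / Buffer or medium: KF-containing HEPES buffer, pH 7.45, DTT, CHAPS, BSA / Probe or stimulus: Eu-anti-GST and XL665-anti-Flag labelled anti-tag antibodies / Schedule: 4 h, 22.5 °C incubation / Technique: TR-FRET 671 and 617 nm emission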
# EBNA-1 inhibitor: blocks EBNA-1 binding to DNA; EBNA-1 DNA binding, fluorescence polarization; inhibition, % at 14.8 µM; hit rate 0.34% among 300,000; AID 1950; in the data active means inhibition above about 28%
# GASC-1 inh: blocks human GASC-1 demethylase activity | GST-JMJD2C(1-420) H3K9me3 demethylation, DELFIA europium | inhibition, % at 2.35 µM | hit rate 0.069% among 330,000;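 active means more than half of a compound's replicate wells show inhibition beyond 50%, single wells judged on their own value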;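 further: signal counts dimethyl H3K9 product captured on neutravidin plate; 0% = median of DMSO wells and 100% = 0.3 times that DMSO median; strong numbers were not always called active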
# TPT1 inhibitor: blocks Candida albicans tRNA 2'-phosphotransferase; hit rate 0.81% among 300,000; recombinant caTPT1, FP RNA substrate dephosphorylation; inhibition, % at 5 µM;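 active means inhibition above the mean of all tested compounds plus 3 SD, set per screening campaign, cut at about 24% in these data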;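 further: plate controls were DMSO alone for no effect and ferristatin control at 100 nM for full effect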
# PP1 inh: counter-screen for PP5 inhibitors: inhibitors of human PP1-alpha. P62136. purified PP1alpha, OMFP fluorescence. inhibition, % at 6.7 µM. hit rate 0.9% among 320,000. AID 2235;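 active means inhibition above the mean inhibition of all tested compounds plus 3 SD, computed separately for each screening campaign, cut at about 15% in these data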
# An asterisk follows results filed as active; . = not tested or not shown.
SMILES,PP5 inh,CR mimetic SO,CTSL1 counter,ZTA counter,core dimer inh,EBNA-1 inhibitor,GASC-1 inh,TPT1 inhibitor,PP1 inh
Cc1ccc(C)c(S(=O)(=O)Nc2ccc(C(=O)NCCCN3CCOCC3)cc2)c1,-2.0,94,1,2,-2,0,0,1,-8
COc1ccc(OC)c2c1CC(C)(C)NC2=O,2.7,104,-2,-8,-3,2,-1,-1,-1
Cc1cc(OC(=O)c2ccc(F)cc2)c([N+](=O)[O-])c(=O)[nH]1,1.1,107,-2,-14,-7,-3,-10,-2,0
CCOC(=O)C(C(=O)OCC)C1CCS(=O)(=O)C1 (configuration not stated),1.6,108,1,-6,1,-11,3,-1,1
CCCCNc1ncnc2c1cnn2-c1ccc(Cl)cc1,1.6,85,1,7,12,3,0,1,-2
Cc1cc(Cl)c2ccccc2n1,0.8,110,-2,-8,-11,1,-1,-2,-2
O=C(NC(=S)NCc1ccccc1)c1cccs1,2.0,107,2,-25,-1,-1,-17,0,-2
Cc1noc(C)c1S(=O)(=O)N1CCC(C(=O)c2ccccc2)CC1,0.6,104,1,1,-1,-3,1,-2,-3
Cc1cc(C)c(C#N)c(Cl)n1,1.9,104,15,-7,-15,-1,5,2,-4
O=C(Nc1cccc(NC(=S)NC(=O)c2cccs2)c1)c1ccccc1,-1.5,101,5,14,11,15,-8,1,-2
O=C(NCc1ccc2c(c1)OCO2)C1CCN(S(=O)(=O)N2CCOCC2)CC1,2.3,97,-2,-2,0,8,20,-4,-2
CC(CCc1ccccc1)NC(=O)c1cccnc1 (configuration not stated),0.7,105,0,-5,-2,-5,112,3,-2
Cc1c(C(=O)NCc2ccc3c(c2)OCO3)oc2ccc(S(=O)(=O)N3CCCCC3)cc12,3.1,97,-2,-4,-6,-9,-8,-3,4
CC(C)C[C@H](NC(=O)c1[nH]cnc1C(=O)N[C@@H](C)C(=O)OC(C)(C)C)C(=O)OCc1ccccc1,7.3,89,5,9,-2,-6,-1,-5,8
COc1ccccc1NC(=O)NNC(=O)CCN1CCOCC1,3.9,99,3,-4,-18,8,-8,-3,3
COc1ccc(CCNC(=O)COc2ccc(S(=O)(=O)NC3CCCCC3)cc2Cl)cc1,5.4,78,1,-2,6,3,3,-1,1
C=CCn1c(=O)c2ccccc2n2c(SCC(=O)NC)nnc12,0.0,105,-2,-8,2,-3,0,0,-1
Cc1ccc(Cn2nnnc2CN2CCC(O)(c3cccnc3)CC2)cc1,-0.7,97,-4,12,4,-4,-2,2,-4
Cn1c(CNC(=O)c2ccccc2F)nnc1SCC(=O)Nc1nncs1,3.8,98,1,1,-1,5,-11,-3,-2
CC(=O)NC12CC3CC(C1)CC(C(=O)NCc1ccc(C)cc1)(C3)C2,-1.0,91,-3,5,1,1,-3,4,-1

# An excerpt from above, showing only PP1 inh and GASC-1 inh.
molecule	PP1 inh	GASC-1 inh
COc1ccccc1NC(=O)NNC(=O)CCN1CCOCC1	3	-8
COc1ccc(CCNC(=O)COc2ccc(S(=O)(=O)NC3CCCCC3)cc2Cl)cc1	1	3
C=CCn1c(=O)c2ccccc2n2c(SCC(=O)NC)nnc12	-1	0

# Next part
SMILES,PP5 inh,CR mimetic SO,CTSL1 counter,ZTA counter,core dimer inh,EBNA-1 inhibitor,GASC-1 inh,TPT1 inhibitor,PP1 inh
CC1CCCN(C(=O)Nc2ccc(Br)cc2Cl)C1 (configuration not stated),6.9,104,-1,-12,-17,0,-5,4,-4
COc1ccc(-n2c(SCC#N)nnc2-c2ccc(NS(=O)(=O)c3ccc(C)cc3)cc2)cc1,7.9,106,0,-10,6,3,-8,-2,8
O=C(C(=O)N1CCOCC1)c1c[nH]c2ccccc12,0.3,102,-4,4,0,-7,4,3,-3
Cc1nc2c(ccc3nc(NC(=O)Cc4ccccc4)sc32)s1,2.1,93,2,17,0,5,37,-1,2
COC(=O)c1ccc(C(=O)OC)c(NS(C)(=O)=O)c1,0.7,93,-5,-8,-3,8,-34,-1,-1
CCCC(C(=O)NC1CCCC1)N(Cc1ccc(OC)cc1)C(=O)c1snc(C(N)=O)c1N (configuration not stated),3.2,84,1,-9,-11,3,11,-4,8
COc1ccc(-c2[nH]nc3oc(=O)c(CCO)c(C)c23)cc1,0.2,94,-1,7,-2,3,-21,-7,-1
Cc1ccc(S(=O)(=O)N(C)c2ccc(OCC(=O)N3CCCCC3)cc2)cc1,2.3,98,-2,10,0,7,-2,0,0
O=C1Cc2cc(NS(=O)(=O)c3cc(F)ccc3F)cc3c2N1CCC3,1.1,101,-3,-7,4,-13,-1,-4,0
Nc1nnnn1/N=C/c1cccs1,2.2,96,13,-10,2,-10,4,-4,2
CC(C)Sc1n[nH]c(=O)n1-c1ccccc1,0.7,107,-2,10,-4,15,7,-1,-3
N#Cc1c(SCC(=O)Nc2ccccc2C(F)(F)F)sc2c(O)cc(=O)[nH]c12,0.5,95,4,-5,-18,-14,-8,-1,8
Cc1cccc2sc(N3CCN(C(=O)C4COc5ccccc5O4)CC3)nc12 (configuration not stated),-1.2,98,1,-2,8,-2,-4,-3,-4
CCC(=O)N1CCc2cc(Br)cc(S(=O)(=O)NCCN3CCCCC3CC)c21 (configuration not stated),4.7,125,-4,2,4,-5,-6,10,-3
CC(=O)NCC(=O)NC1(C(=O)NC2CCCC2)CCCCC1,1.9,109,-2,13,-5,5,-1,-1,-2
Cc1ccc(N=Nc2ccc(O)cc2)c(Br)c1,5.6,98,6,-8,-9,-10,1,1,3
COc1cc(C)c(Cl)cc1S(=O)(=O)NCCCN1CCOCC1,0.5,83,2,-1,-2,7,43,-5,-4
CCOC(=O)c1c(NC(=O)C2Cc3ccccc3C(=O)O2)sc2c1CCCC2 (configuration not stated),-0.8,90,1,2,-1,8,0,2,-1
COc1ccc(Cl)cc1N(CC(=O)N1CCN(Cc2ccccc2)CC1)S(C)(=O)=O,1.7,102,1,-1,1,1,1,-2,-5
Cc1csc(NC(=O)Cc2nn(C)c(=O)c3ccccc23)n1,0.8,101,-2,1,2,3,-3,2,-1
Cc1ccc(C(=O)NNC(=O)CCCCC(=O)NNC(=O)c2ccc(C)cc2)cc1,0.3,105,-1,-5,2,-8,3,1,-1
CCOc1cc(N2CCOCC2)c(OCC)cc1NC(=O)c1ccccc1C,-2.5,120,1,-7,-3,0,-9,-3,1
CCNc1nc(Cl)nc(NNC(=O)C(C)Oc2ccccc2)n1 (configuration not stated),-0.3,99,-1,-3,4,14,2,-2,-2
N=c1c(C(=O)NCC2CCCO2)cc2c(=O)n3ccccc3nc2n1Cc1ccc(F)cc1 (configuration not stated),-1.8,110,-2,10,8,7,2,4,-6
CCC(C(=O)NC(C)(C)C)N(C(=O)Cn1nnc(-c2ccccc2F)n1)c1cccc2c1CCCC2 (configuration not stated),1.9,104,-2,-6,11,-6,-8,1,-9
CC1=Nc2ccccc2N=C(NC(=O)/C=C/C(=O)O)C1c1ccccc1 (configuration not stated),-1.1,92,0,-3,-3,0,5,3,0
CCOC(=O)CSc1nnc(CNC(=O)c2cccs2)n1-c1ccccc1,0.5,80,-10,11,2,12,-7,-2,-3
COc1nc(NC23CC4CC(CC(C4)C2)C3)nc(OC)n1,3.3,111,0,-21,-4,-9,0,3,0
CC/C(O)=C1\C(=O)CC(C)(C)CC1=NCCc1nc2ccccc2[nH]1,-0.9,77,-1,-10,-1,0,-11,3,2
COc1ccc(NC(=O)Nc2ccc(F)cc2F)c(C)c1,-0.6,87,2,2,2,-3,1,-1,0
COc1ccc(C(=O)NC(=S)Nc2ccc(Cc3ccncc3)cc2)cc1,1.8,101,1,2,6,-4,5,1,0
CC(=O)N1CCN(S(=O)(=O)c2cccc(C(=O)OCC(=O)N3CC(=O)Nc4ccccc43)c2)CC1,-0.9,119,-6,-17,-1,-12,3,1,0
COc1ccccc1CNC(=O)C(C)NS(=O)(=O)c1ccc(Br)cc1 (configuration not stated),-0.8,98,-1,0,-2,-2,7,-1,0
Cc1sc2ncn(Cc3ccccc3F)c(=O)c2c1C,-1.6,91,1,6,4,-5,1,1,-2
O=C1C2C3C=CC(C3)C2C(=O)N1CCN1CCN(S(=O)(=O)/C=C/c2ccccc2)CC1 (configuration not stated),2.7,87,-1,2,-3,-11,-11,-2,-3
CC1(C)Oc2nc3ccccc3n2/C1=C\C#N,1.6,100,-3,1,1,-2,8,-3,6
COCCN(C(=O)COc1ccccc1C#N)c1c(N)n(Cc2ccccc2)c(=O)[nH]c1=O,-1.0,98,2,-8,3,1,-5,4,-1
CCN1CCN(c2ccc(S(=O)(=O)N3CCCCC3)cc2NC(=O)/C=C/c2ccc(OC)c(OC)c2)CC1,1.5,114,-5,-2,0,5,8,-3,4
CCNC(=S)N1CCC(NC(=O)c2ccco2)CC1,1.3,102,0,-2,-1,2,5,0,0
COc1ccc([C@H]2C=C3CN(C(=O)OC(C)(C)C)S(=O)(=O)[C@H]3C[C@H]2OC(=O)c2cccs2)cc1,2.5,103,-2,17,18,2,1,1,-1
Cc1ccc(C(=O)Nc2ccc3[nH]c(=O)[nH]c3c2)c(C)c1,-1.9,101,8,7,-1,-4,20,1,-7
c1cncc(-c2nc(NCc3ccco3)c3ccccc3n2)c1,1.1,100,4,15,8,2,-11,-2,-2
COc1cc(OC)c(C(=O)NC23CC4CC(CC(C4)C2)C3)cc1OC,-4.7,96,-4,-4,-5,-2,11,3,-10
O=C(CCn1c(=O)c2cccn2c2cccnc21)NCc1cccc(Cl)c1,3.9,98,-1,-5,5,-3,3,0,-1
O=C(Nc1ccccc1-c1ccccc1)C1CCCC1,0.9,93,5,-9,-3,-5,22,-2,-2
CC1(C)CC(=O)C=C(Nc2ccc(S(N)(=O)=O)cc2)C1,1.7,110,0,-5,-3,-5,8,1,-4
CCN(CC)S(=O)(=O)c1ccc(Cl)c(C(=O)Nc2cc(C)nn2-c2ccccc2)c1,-1.7,95,0,-7,-7,6,2,0,-2
Cc1cc(C)c(NC(=O)COc2cccnc2[N+](=O)[O-])c(C)c1,-1.4,116,.,-8,.,.,1,.,-2
COc1ccccc1NC(=O)CCC(=O)N1CC(C)Oc2ccc(C)cc21 (configuration not stated),1.8,112,6,-7,12,-16,-3,0,-2
O=c1c2ccccc2nc2n1C(CSc1ccccc1)CS2 (configuration not stated),-3.0,100,-1,-14,-2,-5,-3,-3,-3
# Next compounds:
SMILES,PP5 inh,CR mimetic SO,CTSL1 counter,ZTA counter,core dimer inh,EBNA-1 inhibitor,GASC-1 inh,TPT1 inhibitor,PP1 inh
CCOC(=O)CSc1nc(-c2ccc3c(c2)OCO3)ccc1C#N,-0.4,101,6,22,9,22,11,-3,3
CCCOc1ccc(/C(O)=C2/C(=O)C(=O)N(CCN(C)C)C2c2ccc(OC)c(OC)c2)cc1 (configuration not stated),2.0,98,-2,3,5,4,0,-5,-3
CCOC(=O)Cc1nc(-c2ccccc2)n[nH]1,-1.1,93,2,-8,-5,-3,17,3,-1
Cc1ccc(-c2nnc3ccc(SCC(=O)NCc4ccco4)nn23)cc1,-1.3,90,5,1,3,7,4,2,-1
Cn1c(=O)n(C)c2cc(S(=O)(=O)Nc3cc(Cl)ccc3O)ccc21,2.6,100,2,6,26,-3,-3,3,2

# Compound activity as filed in PubChem.
